High-throughput results deposited in PubChem by National Center for Advancing Translational Sciences (NCATS).
Pf Dd2 growth: Plasmodium falciparum Dd2 growth inhibition; AID 1347417; P. falciparum Dd2 growth, SYBR Green, 72 h; 120,000 tested, 4.3% active; Potency, µM (titrated, usually from 28.9 µM), inactives show at the top dose activity, negative = inhibition, usual class: inhibitors; active means well fitted inhibition curve with a large enough effect; inconclusive means small, poorly fitted or top-dose-only effect; inactive means no such curve, though single readings can be large or run the other way;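 further: plate controls were DMSO vehicle for no effect and reference drug for full effect; nearly all actives have a fitted effect of over 65% in size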
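Readout: SYBR Green fluorescence, 485 nm excitation, 535 nm emission, after ~16 h lysis at 37C. Before that, Dd2-infected red cells (2.5% hematocrit) grew 72 h with compound, 29 uM top final concentration.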
* = called active by the depositor; [ ] = remark or other dose. Potency means the concentration at half of the fitted maximal effect. Only part of the results is shown; rates above refer to the full screens.

Screening COCCn1c(=N)c(C(=O)NCC2CCCO2)cc2c(=O)n3ccccc3nc21 (stereo not given) returned Pf Dd2 growth inactive.
For Cc1ccc(Nc2ncncc2-c2nc(-c3ccccc3)no2)c(C)c1 the results were Pf Dd2 growth inconclusive.
`O=C(c1ccc(C(F)(F)F)cc1)N1CCC(N2CCCS2(=O)=O)CC1` gave Pf Dd2 growth 8%.
O=C(Cn1c(=O)oc2cc(S(=O)(=O)N3CCCC3)ccc21)NCc1ccc(Cl)cc1 was read as Pf Dd2 growth inconclusive.
COc1cccc(C(=O)N2CCC3(CC2)OCC(C(=O)N2CCCC2)N3C(=O)c2ccccc2)c1 (stereo not given) was read as Pf Dd2 growth inconclusive.
For O=C(c1ccc(N2CC[C@@H](O)C2)nc1)N1CCC(Oc2cccnc2)CC1 the results were Pf Dd2 growth -6%.
CN1C(=O)CO[C@H](c2ccc(NC(=O)c3ccc(C(F)(F)F)cc3)cc2)[C@H]1CO was read as Pf Dd2 growth inactive.
Screening COc1cccc(NC(=O)c2cnc3c(c2)N([S+](=O)([O-])c2cccnc2)CCC3)c1 returned Pf Dd2 growth inconclusive.
For O=C(c1nccs1)c1cccnc1N1CCNCC(O)C1 (stereo not given) the results were Pf Dd2 growth -14%.
`COCC1CN(S(=O)(=O)c2ccc(C#N)cc2)CC12CCNCC2` (stereo not given) gave Pf Dd2 growth 5%.
`COc1cccc(-c2cc(C3CCN(C(=O)Nc4ccc5c(c4)OCCO5)CC3)[nH]n2)c1` gave Pf Dd2 growth inconclusive.
For COc1cccc(-n2nnnc2N2CCN(C(=O)Nc3ccc(C)c(F)c3)CC2)c1 the results were Pf Dd2 growth inconclusive.
For O=C(NCCc1ccccc1)c1ccc2c(c1)N(Cc1ccccc1Cl)C(=O)c1ccccc1S2 the results were Pf Dd2 growth inconclusive.
Screening O=C(CC1N=C2c3ccccc3N=C(SCc3ccccc3F)N2C1=O)NCc1cccs1 (stereo not given) returned Pf Dd2 growth inactive.
Cc1ccccc1NC(=O)c1ccc(F)c(S(=O)(=O)N2CCc3ccccc3C2)c1 was read as Pf Dd2 growth 35%[activator].
Screening COc1ccc(C(=O)N2CCN(C(=O)c3nnn4c3COC(c3ccccc3)C4)CC2)cc1F (stereo not given) returned Pf Dd2 growth -7%.
Screening COc1cccc([S+](=O)([O-])N2CCCC3(C2)NC(=O)c2ccccc2O3)c1 (stereo not given) returned Pf Dd2 growth inactive.
O=C(Cc1cnc[nH]c1=O)N1CCC2(CC1)[C@H](O)C[C@@H]2OCCO was read as Pf Dd2 growth -17%.
For Cc1cccc(-c2nc3c(cnn3-c3ccccc3)c(=O)n2-c2ccc(Br)cc2)c1 the results were Pf Dd2 growth inconclusive.
For COCCn1c(C)cc(C(=O)NC2CCc3nnc(C4CC4)n3CC2)c1C (stereo not given) the results were Pf Dd2 growth -14%.
Screening CC(=O)N1C[C@@H]2CCCN3CCC[C@@H]([C@H]23)[C@H]1CCCC(=O)N(C)Cc1ccc(N2CCOCC2)cc1 returned Pf Dd2 growth -18%.
COc1ccc(-c2nc3c(c(=O)[nH]2)CCN(C(=O)c2ccc(OC)nc2)C3)cc1 was read as Pf Dd2 growth inconclusive.
`COc1ccc(-c2nc3n(n2)CCN(C(=O)c2ccc(Cl)cc2)C3)cc1` gave Pf Dd2 growth -3%.
`COCCC(=O)N[C@@H]1CN(Cc2cccnc2)C[C@H]1CN(C)C` gave Pf Dd2 growth inactive.
`Cc1nn(CC(=O)N2CCCCC2)c(=O)c2cc3occc3n12` gave Pf Dd2 growth 78%[activator].
Cc1ccc(NC(=O)c2c(C)oc3ncnc(N4CCCCC4)c23)cc1Cl was read as Pf Dd2 growth -6%.
COCCN1CCNc2cc(Nc3cccc(N(C)C)c3)ncc2C1 was read as Pf Dd2 growth inconclusive.
O=C(C1CCCC1)N1CCC2(CC1)CC(N(Cc1ccccc1)C1CC1)CCO2 (stereo not given) was read as Pf Dd2 growth inconclusive.
For CC(C)(C)c1ccc(C(=O)NC(Cc2c[nH]c3ccccc23)C(=O)OCC(=O)c2ccc(Br)cc2)cc1 (stereo not given) the results were Pf Dd2 growth 10%.
Cc1cc(C)nc(N2C[C@H]3OC(=O)N(CCc4ccc(F)cc4)[C@H]3C2)n1 was read as Pf Dd2 growth 5%.
For O=C(Cc1cccc(F)c1)N1CCC(n2cnnc2-c2ccccc2)C1 (stereo not given) the results were Pf Dd2 growth 25%.
COc1cc(CNC2CCCCC2)ccc1OCC(O)CN1CCSCC1 (stereo not given) was read as Pf Dd2 growth -14%.
CC(C)c1nc2c(c(-c3ccc(Cl)cc3)n1)CCN(Cc1cccc3ccccc13)CC2 was read as Pf Dd2 growth 11µM*.
CNc1cc(C2CC(NC(=O)NCCc3ccccc3F)C2)nc(N)n1 (stereo not given) was read as Pf Dd2 growth inconclusive.
Screening COc1cccc(CN2CC[C@@H]3C(=O)NCCCCCCN(Cc4ccncc4)[C@@H]3C2)n1 returned Pf Dd2 growth 4µM*.
COC[C@@H]1CN(Cc2ccc(F)cc2F)C[C@H]1C(=O)NC1CC1 was read as Pf Dd2 growth -29%.
Screening Nc1nc(Nc2cccc(Cl)c2)sc1C(=O)c1ccc(F)cc1 returned Pf Dd2 growth -15%.
Screening CC(=O)N1CCC(C(=O)N2CCC3(CC2)NC(=O)N(c2ccc(F)cc2)N3)CC1 returned Pf Dd2 growth 13%.
For O=S(=O)(Cc1ccccc1)N1CCC(n2cnnc2C2CC2)CC1 the results were Pf Dd2 growth inconclusive.
CN1C(=O)CC(C(=O)O)C12CCN(Cc1nc3ccsc3c(=O)[nH]1)CC2 (stereo not given) was read as Pf Dd2 growth -2%.

Among those listed so far, 10 have an aryl methoxy group.
COc1cccc(C(=O)N2CCC3(CC2)OCC(C(=O)N2CCCC2)N3C(=O)c2ccccc2)c1 (stereo not given) was read as Pf Dd2 growth inconclusive.
Screening COc1cccc(NC(=O)c2cnc3c(c2)N([S+](=O)([O-])c2cccnc2)CCC3)c1 returned Pf Dd2 growth inconclusive.
`COc1cccc(-c2cc(C3CCN(C(=O)Nc4ccc5c(c4)OCCO5)CC3)[nH]n2)c1` gave Pf Dd2 growth inconclusive.
For COc1cccc(-n2nnnc2N2CCN(C(=O)Nc3ccc(C)c(F)c3)CC2)c1 the results were Pf Dd2 growth inconclusive.
Screening COc1ccc(C(=O)N2CCN(C(=O)c3nnn4c3COC(c3ccccc3)C4)CC2)cc1F (stereo not given) returned Pf Dd2 growth -7%.
Screening COc1cccc([S+](=O)([O-])N2CCCC3(C2)NC(=O)c2ccccc2O3)c1 (stereo not given) returned Pf Dd2 growth inactive.
COc1ccc(-c2nc3c(c(=O)[nH]2)CCN(C(=O)c2ccc(OC)nc2)C3)cc1 was read as Pf Dd2 growth inconclusive.
`COc1ccc(-c2nc3n(n2)CCN(C(=O)c2ccc(Cl)cc2)C3)cc1` gave Pf Dd2 growth -3%.
COc1cc(CNC2CCCCC2)ccc1OCC(O)CN1CCSCC1 (stereo not given) was read as Pf Dd2 growth -14%.
Screening COc1cccc(CN2CC[C@@H]3C(=O)NCCCCCCN(Cc4ccncc4)[C@@H]3C2)n1 returned Pf Dd2 growth 4µM*.

Additional results:
For CCOC(=O)c1cc2c(=O)n3ccccc3nc2n(Cc2ccco2)c1=NC(=O)c1ccccc1OC the results were Pf Dd2 growth inconclusive.
COCCOCc1nc(C2CCN(C(=O)NCc3ccccc3)CC2)no1 was read as Pf Dd2 growth 7%.
Screening CCCn1cnnc1CNC(=O)C1(Oc2ccc(Cl)cc2)CCNCC1 returned Pf Dd2 growth 7%.
For CCCCS(=O)(=O)N1CCCC2(C1)Nc1cccnc1NC2=NCc1ccccc1 (stereo not given) the results were Pf Dd2 growth -22%[5.79 µM].
COc1ccccc1-c1nc(S(=O)(=O)c2ccccc2)c(N2CCC(C)CC2)o1 was read as Pf Dd2 growth 4%.
`CCc1ccccc1NS(=O)(=O)c1ccc2[nH]cc(C(=O)N3CCCCC3)c(=O)c2c1` gave Pf Dd2 growth -5%.
`CN(C)c1cc(N2CCCC(NC(=O)NCc3ccco3)C2)ncn1` (stereo not given) gave Pf Dd2 growth inactive[5.79 µM].
Screening CCCCNc1cc(NC2CCCCC2)c2c3c(onc13)-c1ccccc1C2=O returned Pf Dd2 growth inconclusive.
CNC(=O)[C@@H](c1ccc(Cl)cc1)N1CCC[C@H]1C(=O)NCCOC was read as Pf Dd2 growth 9%[44.1 µM].
Screening CCC(Cc1ccccc1)NC(=O)Cn1ncc2c3ccccc3n(Cc3ccc(F)cc3)c2c1=O (stereo not given) returned Pf Dd2 growth -5%.
CC(C)N1C[C@H](O)C[C@H]1c1nnc2n1CCN(C(=O)CCc1nc3ccccc3s1)C2 was read as Pf Dd2 growth 6%.
For CCc1ccccc1NC(=O)c1sc2nc3c(cc2c1N)CN(Cc1ccccc1)CC3 the results were Pf Dd2 growth inconclusive.
C[C@@H](NC(=O)C1CC1)c1c(-c2ccc(Cl)cc2)noc1C(=O)O was read as Pf Dd2 growth -15%[44.1 µM].
`COCCCn1c(C)cnc1C1CCN(C(=O)NC2CCCCC2)C1` (stereo not given) gave Pf Dd2 growth -14%.
Screening CC(C)c1noc(CNC(=O)C2CCC(=O)N(CCN3CCOCC3)C2)n1 (stereo not given) returned Pf Dd2 growth 15%.
Screening CN(C)C[C@@H]1CN(c2ncccn2)C[C@H]1NC(=O)c1cccc(C#N)c1 returned Pf Dd2 growth inactive.
For O=C(N[C@@H]1COCC[C@@H]1OCC1CC1)c1cc(-n2cccn2)ccc1Cl the results were Pf Dd2 growth -33%.
`O=C(COc1ccccc1)N1CCC(c2noc(-c3ccncc3)n2)C1` (stereo not given) gave Pf Dd2 growth 16%[5.79 µM].
Screening O=C(Cn1nc2c(cc1=O)CCCCC2)NCc1ccc(F)cc1 returned Pf Dd2 growth -15%.
For COc1ccc(NC(=O)C(Cc2ccccc2)NS(=O)(=O)c2ccc3c(c2)oc(=O)n3C)c(OC)c1 (stereo not given) the results were Pf Dd2 growth -4%.

Three compounds already listed, ordered by SMILES length, highest first:
Screening COc1ccc(C(=O)N2CCN(C(=O)c3nnn4c3COC(c3ccccc3)C4)CC2)cc1F (stereo not given) returned Pf Dd2 growth -7%.
Screening CCCCNc1cc(NC2CCCCC2)c2c3c(onc13)-c1ccccc1C2=O returned Pf Dd2 growth inconclusive.
`COCC1CN(S(=O)(=O)c2ccc(C#N)cc2)CC12CCNCC2` (stereo not given) gave Pf Dd2 growth 5%.

Additional structures follow:
`O=C(NCCC1=CCCCC1)c1cc2n(n1)CC(c1ccc3c(c1)OCO3)OC2` (stereo not given) gave Pf Dd2 growth inactive.
CCc1ccccc1NC(=O)CN1C(=O)CCSc2ccc(S(=O)(=O)N3CCCC3)cc21 was read as Pf Dd2 growth 62%[activator].
For CCOC(=O)CNC(=O)N1CCc2cc(S(=O)(=O)N3CCC(C)CC3)ccc21 the results were Pf Dd2 growth 21%.
For COc1ccccc1-c1cccc(C(=O)NC(C)Cc2cc(C)[nH]n2)c1 (stereo not given) the results were Pf Dd2 growth 11%.
`COc1ccc(-c2cnc(Nc3ccccc3)c3c2CCO3)cn1` gave Pf Dd2 growth inconclusive.
For COc1cccc(-c2cc(C3CCN(C(=O)c4cc(C)ccc4C)CC3)[nH]n2)c1 the results were Pf Dd2 growth -8%.
Screening CCNC(=O)Cc1ccc(N(Cc2ccccc2)C(=O)c2ccco2)cc1 returned Pf Dd2 growth inactive.
For O=C(c1cccc2[nH]ccc12)N1CCC2(CC1)N=C(c1cccc(Br)c1)NO2 the results were Pf Dd2 growth inconclusive.
For c1cncc(CN2CCOC[C@H]3CCNC[C@H]32)c1 the results were Pf Dd2 growth 28%.
`Cc1nc(C2CCCCN2C(=O)c2ccccc2)n[nH]1` (stereo not given) gave Pf Dd2 growth 2%.
Screening O=C(c1ccc(CN2C(=O)NC3(CCS(=O)(=O)CC3)C2=O)cc1)N1CCSCC1 returned Pf Dd2 growth -2%.
Cc1cc(C)n(-c2cccc(CN(C)C(=O)C3CCC(=O)N(Cc4ccccn4)C3)c2)n1 (stereo not given) was read as Pf Dd2 growth 11%.
For Cc1cnc(C(=O)N[C@@H]2CCC[C@@H]2C(=O)NCCCn2cccn2)cn1 the results were Pf Dd2 growth -7%.
`O=C(CN1CCN(Cc2ccc(F)cc2)C1=O)NCc1ccc(F)cc1` gave Pf Dd2 growth -16%.
c1ccc(O[C@H]2COCCN(CC3CC3)C2)cc1 was read as Pf Dd2 growth inconclusive.
Screening CCNC(=O)N[C@H]1CO[C@H]2[C@@H]1OC[C@@H]2Nc1nccc(-c2ccc(OC)cc2)n1 returned Pf Dd2 growth inactive.
O=C(Nc1ccc(F)c(Cl)c1)N1CCC(CN2CCOCC2)CC1 was read as Pf Dd2 growth 37%[activator].
For CCn1cc(CN2C[C@@H](CO)[C@H](NC(=O)COC)C2)cn1 the results were Pf Dd2 growth 13%.
Screening COCCN1CC(CNc2nc(CCN)nc3sc(C)c(C)c23)CC1=O (stereo not given) returned Pf Dd2 growth -1%.
Screening CCN(c1ccccc1C)S(=O)(=O)c1ccc(N2CCCCS2(=O)=O)cc1 returned Pf Dd2 growth inactive.
Cc1ccc(C(=O)N2C(C(=O)NC(C)C)COC23CCN(C(=O)c2ccccc2F)CC3)cc1 (stereo not given) was read as Pf Dd2 growth inactive.
`CCc1ccccc1NC(=O)Cn1c(=O)ccc2cc(S(=O)(=O)N3CCC(C)CC3)ccc21` gave Pf Dd2 growth -16%.
Screening COc1ccc(OC)c(CN2CCN(Cc3ccccc3F)C(CCO)C2)c1 (stereo not given) returned Pf Dd2 growth inactive.
Screening O=C1c2c(nc(COc3ccc(F)cc3F)n2Cc2ccccc2)NCCN1CCOc1ccccc1 returned Pf Dd2 growth inconclusive.
O=C(NC1CCCCC1)c1c[nH]c2ccc(S(=O)(=O)Nc3ccccc3F)cc2c1=O was read as Pf Dd2 growth inactive.
COc1ccc(CN2C(=O)COC[C@H]2C(=O)N2CCc3ccccc3C2)c(OC)c1 was read as Pf Dd2 growth inactive.
For COc1ccccc1-c1cccc(COc2ccc3c(cnn3CC[S+](C)(=O)[O-])c2)c1 the results were Pf Dd2 growth -29%[44.1 µM].
`COC(=O)c1cc2oc(C)cc2n1Cc1cccc(Cl)c1` gave Pf Dd2 growth 6%.
